DT40 TDP1 no CPT – qHTS for Inhibitors of human tyrosyl-DNA phosphodiesterase 1 (TDP1): qHTS in cells in absence of CPT; DT40 Tdp1-/- hTDP1 cells, no CPT, ATP luminescence, 48 h; Potency, µM (top dose mostly 46.2 µM), inactives show at the highest dose activity change, negative = growth inhibition, usual class: inhibitors; 15% of 420,000 active; AID 686978, 2013; also: nearly all actives have a fitted effect of over 55% in size
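No-CPT arm: Tdp1-/-;hTDP1 DT40 cells (400/well) plus compounds, incubated ≥48 hr at 37 °C. Readout CellTiter-Glo luminescence.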
GCN5L2 inh – GCN5L2 (KAT2A) acetyltransferase inhibition | GCN5L2 HAT assay, ThioGlo1 CoA-SH fluorescence | 0.21% of 390,000 active | Potency, µM (top dose mostly 58.9 µM), without a hit: top-dose activity change, negative = inhibition, most hits filed as inhibitors
Target sequence (Q92830 whole entry, looked up): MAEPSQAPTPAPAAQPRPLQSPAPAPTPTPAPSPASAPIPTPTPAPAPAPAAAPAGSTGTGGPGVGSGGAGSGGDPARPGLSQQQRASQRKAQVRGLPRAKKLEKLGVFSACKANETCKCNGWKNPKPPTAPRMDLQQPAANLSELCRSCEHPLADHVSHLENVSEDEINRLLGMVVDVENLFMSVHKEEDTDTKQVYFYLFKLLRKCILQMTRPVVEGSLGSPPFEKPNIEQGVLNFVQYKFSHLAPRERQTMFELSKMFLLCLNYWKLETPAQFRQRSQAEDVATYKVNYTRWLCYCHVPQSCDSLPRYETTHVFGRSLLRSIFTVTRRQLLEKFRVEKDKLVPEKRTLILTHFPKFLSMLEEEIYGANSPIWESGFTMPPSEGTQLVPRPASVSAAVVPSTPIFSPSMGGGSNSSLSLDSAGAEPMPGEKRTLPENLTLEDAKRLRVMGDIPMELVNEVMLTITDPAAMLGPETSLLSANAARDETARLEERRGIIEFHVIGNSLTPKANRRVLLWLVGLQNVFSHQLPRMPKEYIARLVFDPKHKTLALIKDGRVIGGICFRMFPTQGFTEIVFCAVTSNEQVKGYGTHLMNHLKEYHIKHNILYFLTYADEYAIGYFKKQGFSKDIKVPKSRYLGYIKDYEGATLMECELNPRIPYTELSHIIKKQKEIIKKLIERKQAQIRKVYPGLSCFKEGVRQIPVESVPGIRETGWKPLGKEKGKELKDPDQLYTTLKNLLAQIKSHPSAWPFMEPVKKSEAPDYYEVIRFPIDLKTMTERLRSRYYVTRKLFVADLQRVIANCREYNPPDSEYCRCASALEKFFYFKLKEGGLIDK
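Preincubate 20nM GCN5L2 with compound 15 min, RT → add 50uM ThioGlo1 + 75uM H3(1-25) + 70uM acetyl-CoA → read fluorescence 0 and 20 min. Primary qHTS; fluorescent artifacts likely.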
TDP1 cell CPT – DT40-hTDP1 cell growth loss with CPT | chicken DT40 Tdp1-/-;hTDP1 cells + 20 nM CPT, ATP luminescence, 48 h | Potency, µM (series often up to 46.2 µM), inactives show at the top dose activity change, negative = growth inhibition, usual class: inhibitors | 12% of 420,000 active | AID 686979; also: nearly all actives have a fitted effect of over 55% in size
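Chicken DT40 Tdp1-/- cells complemented with human TDP1, 400 cells/well, exposed to compounds plus 20 nM camptothecin for at least 48 h at 37 C; viability read as ATP content by CellTiter-Glo luminescence.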
Starred values were filed as active, the others as inactive; ? = inconclusive; nt = not tested or not shown; & = joins results of further samples; [ ] = another dose, or the depositor's remark. Calls follow the shape of the dose curve; as a rule, active = well fitted curve in the direction sought with a large enough effect; inconclusive = small, poorly fitted or top-dose-only effect, or another doubt; inactive = no such curve, though single readings can be large; an effect the other way counts as inactive or inconclusive. % is scaled to controls: 0 for no effect and ±100 for the full control effect; potency is read from the fitted curve at half-maximal effect.

Structure	DT40 TDP1 no CPT	GCN5L2 inh	TDP1 cell CPT
COC(=O)c1ccc2c(c1)N(C)CCS2	0%	-10%	16%
O=C(CSc1nnc(-c2ccccn2)n1Cc1ccccc1)N1CCOCC1	-3%	7%	1%
CCN(CC)CCC(c1cc(OC)c(OC)c(OC)c1)c1c(OC)cc(OC)c2c(C)cc(=O)oc12 (centres undefined)	23µM*	1%	9.2µM*
C(=N\Nc1nc(Nc2ccccc2)nc(N2CCOCC2)n1)/c1c[nH]c2ccccc12	8.2µM*	-9%	12µM*
COc1ccc(S(=O)(=O)N(C)C[C@H]2Oc3ncc(C#CC4(O)CCCC4)cc3C(=O)N([C@@H](C)CO)C[C@@H]2C)cc1	?	nt	9.2µM*
C=CCn1c(C)cc(-c2csc(NC(=O)CCc3nc4ccccc4c(=O)[nH]3)n2)c1C	?	3%	?
Cc1cc(C(=O)COC(=O)c2ccc(NC(=O)CC#N)cc2)c(C)n1CC(F)(F)F	-28%	nt	-5%
O=C(CSc1nccn1-c1ccccc1)NCc1ccc2c(c1)OCO2	-18%	0%	-16%
Cc1ccc(Cl)cc1NC(=O)Cn1c(=O)n(Cc2ccc(C(=O)NCc3ccc4c(c3)OCO4)cc2)c(=O)c2ccccc21	-16%	-16%	-22%
COC(/C(=N/O)c1ccc(Cl)cc1)c1ccccc1 (centres undefined)	23µM*	-6%	?
Cc1cccc(NC(=O)C(C)n2cc([N+](=O)[O-])cn2)n1 (centres undefined)	-1%	-4%	20%
CC(=O)c1cccc(NC(=O)c2cc(-c3ccc(Cl)s3)nc3ccccc23)c1	?	-3%	?
CC(=O)c1cccc(OCC(O)CNCCOc2ccc(C)cc2)c1 (centres undefined)	-3%	-1%	-5%
CCCCc1ccc(S(=O)(=O)NC2CCS(=O)(=O)C2)cc1 (centres undefined)	21µM*	-5%	21µM*
Cc1cc(CNC(=O)C2CCC(=O)N(Cc3cccc(C(F)(F)F)c3)C2)no1 (centres undefined)	-6%	-2%	-14%
Cc1ccc(N2CCN(C(=S)Nc3ccccc3)CC2)cc1	?	1%	-9%
CCOC(=O)C1CCN(C(=O)c2ccc3c(c2)NC(=O)/C(=C\c2ccc(C)cc2)S3)CC1	?	-15%	?
O=C(CNC(=O)c1ccccc1)NCCCSc1ccccc1	?	-4%	-25%
CC1C(=O)CCC2[C@]1(C)CCC1[C@]2(C)CC[C@@]2(C)C3CC(C)(C)CC[C@]3(C)CC[C@@]12C (some centres undefined)	-9%	16%	7%
Cc1cc2cc(OCC(=O)O)ccc2n1C	0%	4%	-15%
Nc1c(C(=O)NCCN2CCOCC2)c2nc3ccccc3nc2n1CCc1ccccc1F	?	-15%	?
COc1ccc(NCC(=O)N2CCCC2)cc1Cl	-11%	-3%	10%
Cc1ccc(CC(=O)c2ccc(Cl)cc2)cc1	-9%	1%	16%
CCOc1c(Br)ccc2c1sc1nc[nH]c(=O)c12	?	-5%	?
CC(C)CCN1CCN(Cc2cccc(C(F)(F)F)c2)CC1CCO (centres undefined)	?	-3%	?
O=C(OCc1cc(=O)oc2cc(O)ccc12)c1cc(S(=O)(=O)N2CCOCC2)ccc1F	-23%	0%	-14%
Cc1ccc(CN(C(=O)C(F)(F)F)C(C(=O)NC2CCCCC2)c2ccco2)cc1 (centres undefined)	?	-6%	?
CC(CC(=O)Nc1ccc(F)cc1F)S(=O)(=O)c1ccc2c(c1)NC(=O)CO2 (centres undefined)	-1%	-23%	-21%
COc1ccc(Nc2ncc3c(n2)CCN(Cc2cccc(F)c2F)C3)c(OC)c1	21µM*	-6%	26µM*
COc1ccc(Nc2nc3ccccc3c(=O)[nH]2)cc1	?	-4%	?
O/N=C(/C[n+]1ccsc1)c1ccc(I)cc1	3.5µM*	nt	5µM*
Cc1ccccc1NS(=O)(=O)c1cc(C(=O)Nc2ccccc2-c2ccccc2)ccc1Cl	-18%	-25%	-20%
CC(C)(C)NC(=O)COC(=O)C1c2ccccc2Oc2ccccc21	-16%	-8%	-7%
CCOC(=O)c1cnn(-c2c(Cc3ccccc3)c(C)nc3c(-c4ccccc4)c(C)nn23)c1N	-20%	2%	-30%
CCOC(=O)C1CCN(S(=O)(=O)c2cccc(-c3cn4cccc(C)c4n3)c2)CC1	-27%	-4%	-19%
CCOC(=O)c1cnc(-c2ccccc2)nc1Oc1ccc(Cl)c(Cl)c1	-4%	-2%	-4%
Cc1cccc(CNc2ncncc2-c2ccc(C(=O)N(C)C)cc2)c1	3.7µM*	-3%	?
CCN(CC)S(=O)(=O)c1ccc2oc(SCC(=O)NCc3ccccc3)nc2c1	?	-9%[0.501 µM]	?
CC(=O)Nc1ccc2nc(NC(=O)c3ccco3)sc2c1	?	-1%	?
Cn1cc(S(=O)(=O)N2CCOCC2)cc1C(=O)Nc1cccc(C#N)c1	2%	-2%	1%
CC(=O)Nc1cc2c(cc1Cl)-c1ccccc1C2O (centres undefined)	0%	nt	-21%
O=C(O)c1ccc(Nc2ccc3nonc3c2[N+](=O)[O-])cc1	9%	-6%	5%
O=C(C1CCN(c2ncnc3c2nc2n3CCCCC2)CC1)N1CCN(c2ccc(Cl)cc2)CC1	-2%	-9%	10%
CN1/C(=C\C(=O)c2cccc([N+](=O)[O-])c2)Sc2ccccc21	-8%	1%	20%
O=C(Nc1ccc2c(c1)OCO2)C(c1ccc(Cl)cc1)N1CCN(C(=O)c2ccco2)CC1 (centres undefined)	-2%	-1%	-2%
O=C(CN1CCN(Cc2ccc(Cl)cc2)CC1)N/N=C/c1cccs1	-24%	1%	-4%
O=C(OCC(=O)N1CCCC1=O)c1cccc([N+](=O)[O-])c1	0%	2%	2%
C=CCNCCCOc1ccc(C(C)(C)c2ccccc2)cc1	?	-3%	?
COc1ccc(CCn2c(C)cc(C(=O)CSc3nnc(N)s3)c2C)cc1	?	-2%	?
CC(C)(C)c1cc2cccnc2n1Cc1ccccc1	?	-1%	-21%

Pulled one by one from above (7):
Structure	DT40 TDP1 no CPT	GCN5L2 inh	TDP1 cell CPT
CCN(CC)S(=O)(=O)c1ccc2oc(SCC(=O)NCc3ccccc3)nc2c1	?	-9%[0.501 µM]	?
CC(=O)Nc1cc2c(cc1Cl)-c1ccccc1C2O (centres undefined)	0%	nt	-21%
Cc1ccc(CN(C(=O)C(F)(F)F)C(C(=O)NC2CCCCC2)c2ccco2)cc1 (centres undefined)	?	-6%	?
CCOC(=O)C1CCN(S(=O)(=O)c2cccc(-c3cn4cccc(C)c4n3)c2)CC1	-27%	-4%	-19%
CN1/C(=C\C(=O)c2cccc([N+](=O)[O-])c2)Sc2ccccc21	-8%	1%	20%
O=C(CN1CCN(Cc2ccc(Cl)cc2)CC1)N/N=C/c1cccs1	-24%	1%	-4%
O=C(C1CCN(c2ncnc3c2nc2n3CCCCC2)CC1)N1CCN(c2ccc(Cl)cc2)CC1	-2%	-9%	10%

(further entries)
Structure	DT40 TDP1 no CPT	GCN5L2 inh	TDP1 cell CPT
Cc1ccc(Nc2cc(C)c3ccc(O)cc3n2)cc1C	18µM*	-5%	18µM*
CCCCNS(=O)(=O)c1ccc2nc(NC(=O)c3cccnc3)sc2c1	?	-17%	?
COc1ccc(NC(=O)[C@@H](NC(=O)N2C[C@H]3C[C@@H](C2)c2cccc(=O)n2C3)C(C)C)cc1OC	24%	?	9%
Cc1ccc(N(CC(=O)NCc2ccncc2)S(C)(=O)=O)cc1Cl	0%	-15%	-25%
CCC(=O)N1c2ccc(S(=O)(=O)N3CCN(c4ccccc4Cl)CC3)cc2CC1C (centres undefined)	?	-21%&-5%	?
CSc1ccc(C(=O)C2CCCN(C(=O)CCn3cncn3)C2)cc1 (centres undefined)	-25%	-29%	4%
Cc1cccc(N2CCN(c3nc4ccccc4c(=O)n3-c3ccc(Cl)cc3)CC2)c1C	?	-3%	-26%
O=C(NCc1cccs1)c1ccc2c(c1)N(Cc1cccc(F)c1)C(=O)c1ccccc1S2	-27%	-12%	-18%
Cc1ccc(/C=C2\SC(=S)N(CC3CCCO3)C2=O)o1 (centres undefined)	?	-11%	?
CCNC(=O)COC(=O)c1ccc(-n2nc(C)cc2C)cc1	6%	-14%	-4%
COc1ccc(CCNC(=O)CSCc2ccc([N+](=O)[O-])cc2)cc1	-23%	-3%	-9%
CNC(=O)c1csc(-c2ccc(Cl)cc2)n1	-5%	-1%	23%
CC1(c2cccc(Br)c2)NC(=O)N(CC(=O)Nc2ccc(N3CCCCC3)cc2)C1=O (centres undefined)	13µM*	nt	?
COC(=O)c1ccc(CSc2nc(C(F)(F)F)c3c(c2C#N)CCC3)o1	-16%	-14%	-3%
Cc1ccc2c(c1)N(CC(=O)NC1CCCC(C)C1C)C(=O)c1cccnc1O2 (centres undefined)	0%	?	-16%
COc1ccc(C2=NOC(C(=O)N3CCCCCC3)C2)cc1OC (centres undefined)	-30%	-1%	-7%
CN(CCCNC(=O)c1cn(C)c2ccc(S(=O)(=O)N(C)C)cc2c1=O)c1ccccc1	?	1%	18µM*
O=C(CNC(=O)c1ccco1)Nc1ccncc1	-1%	-5%	-7%
COc1ccc(CCNC(=O)C2(C)CCC(=O)N2Cc2ccc(F)cc2Cl)cc1OC (centres undefined)	11%	-4%	-9%
CSc1ccc(CCNC(=O)C2=C(C)C(=O)OC23CCCCC3)cc1	-21%	3%	-5%
Cc1cccc(C2=NN(c3ccccc3)[C@@H](C(=O)N3CCOC3=O)[C@@H]2c2ccc(Cl)cc2)c1	?	?	-22%
COC(=O)/C=C1/N/C(=N\c2nc(C)cc(C)n2)N(c2ccc(Cl)cc2)C1=O	?	-4%	3%
Cc1cc(C)c(S(=O)(=O)CCC(C)C)c(=O)[nH]1	7%	-11%	10%
Cc1ccccc1NC(=O)Cc1nnc(SCc2ccc(Cl)c(Cl)c2)n1C	-18%	-18%	?
Cn1cnc(S(=O)(=O)NC2CCN(Cc3ccccc3)CC2)c1	4%	0%	1%
O=C(NCc1ccccc1)C1c2ccccc2OCC(=O)N1CCCN1CCOCC1 (centres undefined)	-1%	nt	-6%
O=C(Nc1ccc2c(c1)OCO2)C1CCN(S(=O)(=O)c2ccc3c(c2)OCCO3)CC1	-12%	-14%	-30%
CCN1CCCC1CNC(=O)C1CCN(Cc2nc(-c3cccc(Br)c3)oc2C)CC1 (centres undefined)	2.9µM*	-5%	5.8µM*
Cc1ccc(/C(=N/Nc2nc3ccccc3s2)C2=C(O)c3ccccc3C2=O)cc1	?	-17%	?
CN(C)CCNC(=O)C12CC3(C)CC(C)(CC(C)(C3)C1)C2	?	0%	-27%
O=C(NCc1ccccc1)C(c1ccncc1)n1c(=O)c(-c2ccco2)nc2ccccc21 (centres undefined)	-27%	nt	-25%
CCOC(=O)C1=NN(c2ccc(Cl)cc2)/C(=C/C2=NCCc3cc(OC)c(OC)cc32)S1	-4%	-6%	-21%
COc1ccc(CNCCC(c2ccc(C)cc2)c2ccco2)cc1 (centres undefined)	7.3µM*	1%	12µM*
CCCCOC(=O)C1=C(C)Nc2ncnn2C1c1cc(OC)ccc1OC (centres undefined)	-4%	2%	-1%
O=C(Nc1nncs1)c1cc(S(=O)(=O)N2CCOCC2)ccc1Cl	0%	-2%	4%
Cc1ccc(-c2nnc3cccc(Cl)n23)cc1	-19%	-2%	0%
CN=c1scc(C)n1/N=C/c1ccc(O)cc1O	?	?	?
COc1ccc(Nc2nc(-c3cccc(OC)c3O)nc3ccccc23)cc1	16µM*	-8%	?
NS(=O)(=O)c1ccc(CNC(=O)c2cc(-c3cccs3)nc3ccccc23)cc1	?	-5%	?
COc1ccc(S(=O)(=O)Nc2cccc(S(=O)(=O)NC3=NCCC3)c2)cc1[N+](=O)[O-]	-1%	-12%	-11%
COC(=O)c1c(C)oc2ccc(N(C(=O)Oc3ccccc3)S(=O)(=O)c3ccccc3)cc12	12µM*	1%	21µM*
Cc1ccc(NC(=O)C(=O)NCCN2CCN(C(=S)Nc3ccccc3)CC2)cc1	?	-3%	?
Brc1ccccc1-n1nnc(-c2cnc3ccccc3c2)n1	18µM*	nt	?
CCNS(=O)(=O)c1ccc(CCC(=O)N2CCC(C)CC2)cc1	4%	0%	4%
COc1cccc(-c2cn3c(n2)sc2cc(C(=O)NCCCc4ccccc4)ccc23)c1	4.6µM*	-8%	6.5µM*

Screens (PubChem BioAssay)
